Bioassay records deposited in PubChem by several laboratories.
hERG protect = hERG (human) protection from proarrhythmic block; Q12809; CHO-hERG, FluxOR thallium flux, dofetilide IC70 present; activation (rescue from dofetilide block), less the hit threshold, % at 10 µM; actives 0.51% (n = 310,000);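 active = activation above the mean of controls blocked by dofetilide plus 5 SD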;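 note: thallium influx through hERG after potassium depolarization seen as dye fluorescence rise; in these data hits start at about 4.7%; inactives centre near -7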
PolyA inh = blocks polyadenylation in yeast reporter cells. S. cerevisiae SKY197-pL101 polyadenylation reporter, beta-gal luminescence; efflux-impaired pdr1/pdr3 knockout yeast; score 100 = 6 SD above DMSO. calls only at 12 µM. actives 0.02% (n = 300,000). AID 1875;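 active = lowest replicate activity score at least 50, where 100 means six control SD above control mean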;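 note: yeast exposed to compound for 9 h at 30 °C; higher score means more reporter readthrough which indicates perturbed polyadenylation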
KCNK9 inh = blocks the human KCNK9 two-pore domain potassium channel; B-score at 10 µM; AID 488922; HEK293 KCNK9, FluxOR thallium flux fluorescence; stronger effect = lower value; actives 1.2% (n = 310,000);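 active = ratio B-score over 3 SD below the library mean, with starting fluorescence within 5 SD of its mean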;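 note: negative B-score means less thallium flux so channel inhibition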
Target sequence (Q9NPC2 whole entry, looked up, the tested form may be a part): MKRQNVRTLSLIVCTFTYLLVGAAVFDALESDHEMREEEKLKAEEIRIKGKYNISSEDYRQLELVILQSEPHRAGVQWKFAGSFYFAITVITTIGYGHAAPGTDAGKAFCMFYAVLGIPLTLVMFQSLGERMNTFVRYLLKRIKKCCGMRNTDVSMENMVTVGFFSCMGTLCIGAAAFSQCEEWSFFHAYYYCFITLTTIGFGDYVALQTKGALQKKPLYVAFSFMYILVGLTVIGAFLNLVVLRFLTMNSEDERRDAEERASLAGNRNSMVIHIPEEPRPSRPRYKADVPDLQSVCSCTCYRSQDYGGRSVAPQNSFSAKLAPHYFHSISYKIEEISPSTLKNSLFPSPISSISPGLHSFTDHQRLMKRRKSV
KCNK3 block = human KCNK3 channel inhibition, primary screen. O14649. CHO-KCNK3 thallium flux, FluxOR fluorescence; stronger effect = lower value. B-score at 10 µM. actives 0.84% (n = 340,000);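 active = B-score under library mean minus 4 SD, starting fluorescence ratio at most library mean plus 5 SD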;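 note: more negative B-score means stronger inhibition of thallium flux through KCNK3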
KCNQ1 act = human KCNQ1 channel potentiation or activation. actives 0.35% (n = 310,000). AID 2648. B-score at 10 µM. CHO-K1 KCNQ1, thallium flux FluxOR fluorescence; stronger effect = higher value. P51787;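 active = fluorescence ratio B-score, a plate-corrected score, at least three library SD, with initial intensity B-score within 5 SD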
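assay system = KCNQ1-transfected CHO-K1 cells | medium = assay buffer with matched DMSO | probe or stimulus = depolarizing K+/Tl+ stimulus, K2SO4 and Tl2SO4 each 12.5 mM in 5x stock | dosing = single dose | incubation = dye 90 min, compound 20 min, room temperature | detection = kinetic FluxOR fluorescence, 10 s baseline plus 110 s post-stimulus | evaluation = ratio B score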
GSK3A inh = human GSK-3 alpha kinase inhibition | AID 2650 | inhibition, % at 10 µM | actives 0.1% (n = 320,000) | P49840 | ADP-Glo luminescence, 60 min;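 in the data active = inhibition above about 50%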;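 note: GST-tagged GSK-3 alpha with peptide substrate and 25 µM ATP; 0% = DMSO neutral wells and 100% = GW8510 positive control wells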
Target sequence (P49840 whole entry, looked up): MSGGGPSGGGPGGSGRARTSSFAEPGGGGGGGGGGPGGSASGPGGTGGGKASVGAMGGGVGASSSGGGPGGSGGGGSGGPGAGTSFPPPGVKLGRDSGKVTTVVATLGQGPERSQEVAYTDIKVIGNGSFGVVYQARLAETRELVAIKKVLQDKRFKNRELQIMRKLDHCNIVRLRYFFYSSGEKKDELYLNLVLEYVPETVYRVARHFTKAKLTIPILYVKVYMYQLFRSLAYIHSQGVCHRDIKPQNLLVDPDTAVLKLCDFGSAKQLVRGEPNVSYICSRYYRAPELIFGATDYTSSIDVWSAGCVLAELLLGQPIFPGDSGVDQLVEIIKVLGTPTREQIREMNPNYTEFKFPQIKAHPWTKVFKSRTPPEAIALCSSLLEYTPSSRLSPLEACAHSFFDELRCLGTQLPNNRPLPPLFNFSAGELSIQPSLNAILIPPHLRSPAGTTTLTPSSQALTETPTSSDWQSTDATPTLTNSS
HDAC3 inh = inhibitors of human histone deacetylase 3. recombinant HDAC3, fluorogenic peptide/trypsin coupled, fluorescence. actives 0.15% (n = 320,000). inhibition, % at 8.3 µM; in the data active = inhibition above about 26%, passing the limit was not always enough
RGS4 act = potentiators or activators of RGS4; HEK293 M3R/inducible RGS4, carbachol calcium flux Fluo4; stronger effect = lower value; B-score at 10 µM; actives 0.92% (n = 310,000);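 active = B-score of the integrated calcium signal more than 4 SD below the library mean, with starting fluorescence not abnormally high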;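 note: negative B-score means reduced calcium response which marks RGS4 activation or potentiation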
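System – HEK293 FlpIn-TREx cells, stable M3R, doxycycline-inducible RGS4 · Reagent – ECmax carbachol challenge · Times – compound preincubation 20 min at room temperature before agonist · Technique – Fluo4 fluorescence kinetic imaging of calcium · Measure – B score of integrated Fluo4 ratio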
KCNQ1 inh = blocks the human KCNQ1 potassium channel; P51787; CHO-K1 KCNQ1, FluxOR thallium flux fluorescence; stronger effect = higher value; B-score at 10 µM; actives 1.3% (n = 310,000); AID 2642;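 active = compounds whose thallium flux B-score, printed positive for inhibition, exceeds three library SD while starting fluorescence stays within three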;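 note: channel opened by potassium depolarization with thallium stimulus after 20 min compound exposure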
GSK3B inh = inhibitors of human GSK3beta kinase | activity score (negative = inhibition), % at 10 µM | actives 0.038% (n = 300,000) | GST-GSK3beta kinase, ADP-Glo luminescence, 60 min; stronger effect = lower value;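 active = more than half of replicate wells score below -50%, meaning over 50% inhibition versus plate controls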;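 note: 0% = median DMSO wells and -100% = median GW8510 positive control wells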
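Test system: GST-tagged human GSK3beta kinase, cell-free; evaluation: activity score scaled between in-plate DMSO and GW8510 controls; measured by: ADP-Glo luminescence; incubation: 60 min reaction, RT; benchmarks: DMSO and 20 µM GW8510; reagent: peptide substrate plus 25 µM ATP (final); medium: Tris/MgCl2 kinase buffer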
Dyrk1A ADPGlo = inhibitors of rat Dyrk1A kinase; Q63470; ADP-Glo luminescence, NFATc1 peptide; inhibition, % at 12.5 µM; actives 0.43% (n = 310,000); in the data active = inhibition above about 50%;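 note: plate controls were vehicle with enzyme for no effect and no enzyme for full effect; many of its hits are not listed in these tables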
Numbers without * were called inactive. The list is partial; count on the stated rates, not on these rows.

What do the screens show for `Cc1ccccc1OCC(=O)NCCCNC(=O)c1ccncc1`?
hERG protect: -4.9; PolyA inh: inactive; KCNK9 inh: inactive; KCNK3 block: inactive; KCNQ1 act: inactive; GSK3A inh: -0.3; HDAC3 inh: 2.2; RGS4 act: inactive; KCNQ1 inh: inactive; GSK3B inh: 0.8; Dyrk1A ADPGlo: -4.5

What do the screens show for `Oc1c(CN2CCN(c3ccccc3)CC2)cc(Br)c2cccnc12`?
hERG protect: -6.2; PolyA inh: inactive; KCNK9 inh: inactive; KCNK3 block: inactive; KCNQ1 act: inactive; GSK3A inh: -1.9; HDAC3 inh: 1.6; RGS4 act: inactive; KCNQ1 inh: inactive; GSK3B inh: -2.5; Dyrk1A ADPGlo: -1.5

Results for Cc1ccc(-c2cc(C(=O)Nc3c(C)n(C)n(-c4ccccc4)c3=O)[nH]n2)c(O)c1 ?
hERG protect: -20.6; PolyA inh: inactive; KCNK9 inh: inactive; KCNK3 block: inactive; KCNQ1 act: inactive; GSK3A inh: 4.2; HDAC3 inh: 11.9; RGS4 act: inactive; KCNQ1 inh: inactive; GSK3B inh: 3.7; Dyrk1A ADPGlo: -4.7

Results for O=S(=O)(c1ccc(Cl)cc1)n1cnc2ccccc21 ?
hERG protect: -3.9; PolyA inh: inactive; KCNK9 inh: inactive; KCNK3 block: inactive; KCNQ1 act: inactive; GSK3A inh: -1.9; HDAC3 inh: -13.2; RGS4 act: inactive; KCNQ1 inh: inactive; GSK3B inh: 1.5; Dyrk1A ADPGlo: -5.9

What do the screens show for `Cc1nnc(N2CCCC(C(=O)NCc3cccc(F)c3)C2)c2nn(-c3ccccc3)c(C)c12` (stereo unspecified)?
hERG protect: -8.8; PolyA inh: inactive; KCNK9 inh: inactive; KCNK3 block: inactive; KCNQ1 act: inactive; GSK3A inh: -1.3; HDAC3 inh: -10.4; RGS4 act: inactive; KCNQ1 inh: inactive; GSK3B inh: 0.4; Dyrk1A ADPGlo: -5.0

Results for O=C(O)c1ncc(-c2ccccc2)cn1 ?
hERG protect: -11.2; PolyA inh: inactive; KCNK9 inh: inactive; KCNK3 block: inactive; KCNQ1 act: inactive; GSK3A inh: -0.9; HDAC3 inh: -16.7; RGS4 act: inactive; KCNQ1 inh: inactive; GSK3B inh: 3.4; Dyrk1A ADPGlo: 10.5

How did CC1CCc2cc(F)cc3c(O)c(C(=O)NCC4CCCO4)c(=O)n1c23 (stereo unspecified) do in these assays?
hERG protect: -8.1; PolyA inh: inactive; KCNK9 inh: inactive; KCNK3 block: inactive; KCNQ1 act: inactive; GSK3A inh: -1.0; HDAC3 inh: -6.6; RGS4 act: inactive; KCNQ1 inh: inactive; GSK3B inh: 1.6; Dyrk1A ADPGlo: 3.3

How did COc1ccc(N2CCN(C(=S)Nc3cc(C)cc(C)c3)CC2)cc1 do in these assays?
hERG protect: -7.7; PolyA inh: inactive; KCNK9 inh: inactive; KCNK3 block: inactive; KCNQ1 act: inactive; GSK3A inh: -2.9; HDAC3 inh: 5.5; RGS4 act: inactive; KCNQ1 inh: inactive; GSK3B inh: -4.7

How did COC(=O)C(NC(=O)c1ccc(F)cc1)(Nc1ncc(S(=O)(=O)c2ccc([N+](=O)[O-])cc2)s1)C(F)(F)F (stereo unspecified) do in these assays?
hERG protect: -20.9; PolyA inh: inactive; KCNK9 inh: inactive; KCNK3 block: inactive; KCNQ1 act: inactive; GSK3A inh: 0.3; HDAC3 inh: 21.9; RGS4 act: inactive; KCNQ1 inh: 7*; GSK3B inh: -3.4; Dyrk1A ADPGlo: -5.6

Results for CN(C)S(=O)(=O)c1cccc(NC(=O)C2Cc3ccccc3CN2C(=O)c2ccccc2)c1 (stereo unspecified) ?
hERG protect: -5.7; PolyA inh: inactive; KCNK9 inh: inactive; KCNK3 block: inactive; KCNQ1 act: inactive; GSK3A inh: -0.6; HDAC3 inh: 2.8; RGS4 act: inactive; KCNQ1 inh: inactive; GSK3B inh: 1.0; Dyrk1A ADPGlo: 4.0

Results for CCOC(=O)c1nc(Nc2ccccc2CC)c2ccccc2n1 ?
hERG protect: -4.5; PolyA inh: inactive; KCNK9 inh: inactive; KCNK3 block: inactive; KCNQ1 act: inactive; GSK3A inh: 19.7; HDAC3 inh: 4.6; RGS4 act: inactive; KCNQ1 inh: inactive; GSK3B inh: -2.2; Dyrk1A ADPGlo: -4.9

How did O=C(Nc1ccc2c(c1)CN(Cc1ccc(CO)o1)CC2)c1ccc(C(F)(F)F)cc1 do in these assays?
hERG protect: -4.3; PolyA inh: inactive; KCNK9 inh: inactive; KCNK3 block: inactive; KCNQ1 act: inactive; GSK3A inh: -1.4; HDAC3 inh: 2.3; RGS4 act: inactive; KCNQ1 inh: inactive; GSK3B inh: -0.2; Dyrk1A ADPGlo: 4.8

How did O=C1CSC(c2cccc([N+](=O)[O-])c2)N1c1ccccc1 (stereo unspecified) do in these assays?
hERG protect: -9.8; PolyA inh: inactive; KCNK9 inh: inactive; KCNK3 block: inactive; KCNQ1 act: inactive; GSK3A inh: -3.6; HDAC3 inh: 2.3; RGS4 act: -7.5*; KCNQ1 inh: inactive; GSK3B inh: 1.8; Dyrk1A ADPGlo: -3.7

Results for Cn1c(SCC(=O)NC2CCCCCC2)nnc1-c1cccs1 ?
hERG protect: -5.2; PolyA inh: inactive; KCNK9 inh: inactive; KCNK3 block: inactive; KCNQ1 act: inactive; GSK3A inh: 1.4; HDAC3 inh: 0.2; RGS4 act: inactive; KCNQ1 inh: inactive; GSK3B inh: -1.3; Dyrk1A ADPGlo: -2.9

What do the screens show for `Nc1nc(-c2ccccc2)nn1C(=O)Cc1ccccc1`?
hERG protect: -7.9; PolyA inh: inactive; KCNK9 inh: inactive; KCNK3 block: inactive; KCNQ1 act: inactive; GSK3A inh: -1.4; HDAC3 inh: -8.2; RGS4 act: inactive; KCNQ1 inh: inactive; GSK3B inh: 0.0; Dyrk1A ADPGlo: 11.6

Results for CC(=O)c1cc2cc(O)ccc2o1 ?
hERG protect: -5.0; PolyA inh: inactive; KCNK9 inh: inactive; KCNK3 block: inactive; KCNQ1 act: inactive; GSK3A inh: 7.3; HDAC3 inh: -240.4; RGS4 act: inactive; KCNQ1 inh: inactive; GSK3B inh: -6.4; Dyrk1A ADPGlo: 18.9

Results for Cc1cc(-c2ccc(C(C)C)c(S(=O)(=O)N3CCN(c4ccccc4)CC3)c2)on1 ?
hERG protect: -7.2; PolyA inh: inactive; KCNK9 inh: inactive; KCNK3 block: inactive; KCNQ1 act: inactive; GSK3A inh: -1.4; HDAC3 inh: 4.4; RGS4 act: inactive; KCNQ1 inh: inactive; GSK3B inh: -19.4; Dyrk1A ADPGlo: -3.7

What do the screens show for `CNC(=O)N(O)C1N(/N=C/c2cccnc2)C(=S)SC1(C)C` (stereo unspecified)?
hERG protect: -7.1; PolyA inh: inactive; KCNK9 inh: inactive; KCNK3 block: inactive; KCNQ1 act: inactive; GSK3A inh: -2.9; HDAC3 inh: 4.3; RGS4 act: inactive; KCNQ1 inh: inactive; GSK3B inh: 0.2; Dyrk1A ADPGlo: 13.0

What do the screens show for `O=C1CC(=O)Nc2cc(S(=O)(=O)NCc3cccs3)ccc2N1`?
hERG protect: -3.4; PolyA inh: inactive; KCNK9 inh: inactive; KCNK3 block: inactive; KCNQ1 act: inactive; GSK3A inh: 15.9; HDAC3 inh: -1.2; RGS4 act: inactive; KCNQ1 inh: inactive; GSK3B inh: 2.7; Dyrk1A ADPGlo: 1.0

Results for CCOc1ccc(NC(=O)CCCNC(=O)Cn2cnc3sc(C)c(C)c3c2=O)cc1 ?
hERG protect: -4.8; PolyA inh: inactive; KCNK9 inh: inactive; KCNK3 block: inactive; KCNQ1 act: inactive; GSK3A inh: -1.5; HDAC3 inh: -1.9; RGS4 act: inactive; KCNQ1 inh: inactive; GSK3B inh: -0.9; Dyrk1A ADPGlo: -2.3

How did O=C(CCC1CCCCC1)Nc1cccnc1 do in these assays?
hERG protect: -2.8; PolyA inh: inactive; KCNK9 inh: inactive; KCNK3 block: inactive; KCNQ1 act: inactive; GSK3A inh: 2.9; HDAC3 inh: -0.5; RGS4 act: inactive; KCNQ1 inh: inactive; Dyrk1A ADPGlo: -2.4

What do the screens show for `Cc1cc(C)n(CCC(=O)N/N=C/c2ccccc2O)n1`?
hERG protect: -2.6; PolyA inh: inactive; KCNK9 inh: inactive; KCNK3 block: inactive; KCNQ1 act: inactive; GSK3A inh: 3.1; HDAC3 inh: -8.1; RGS4 act: inactive; KCNQ1 inh: inactive; GSK3B inh: 4.0; Dyrk1A ADPGlo: 1.6

Results for CN1CCN(C(=O)c2cccn(Cc3c(Cl)cccc3Cl)c2=O)CC1 ?
hERG protect: -7.0; PolyA inh: inactive; KCNK9 inh: inactive; KCNK3 block: inactive; KCNQ1 act: inactive; GSK3A inh: 0.3; HDAC3 inh: -0.4; RGS4 act: inactive; KCNQ1 inh: inactive; GSK3B inh: 1.3; Dyrk1A ADPGlo: 3.8

Results for CC(C(=O)Nc1ccc(S(=O)(=O)N2CCCCC2)cc1)N1CCN(c2ccccn2)CC1 (stereo unspecified) ?
hERG protect: -11.7; PolyA inh: inactive; KCNK9 inh: inactive; KCNQ1 act: inactive; GSK3A inh: 1.6; HDAC3 inh: 5.4; RGS4 act: inactive; KCNQ1 inh: inactive; GSK3B inh: -1.0

What do the screens show for `CC(=O)CSc1nc2ccccc2o1`?
hERG protect: -5.3; PolyA inh: inactive; KCNK9 inh: inactive; KCNK3 block: inactive; KCNQ1 act: inactive; GSK3A inh: -0.5; HDAC3 inh: -1.4; RGS4 act: inactive; KCNQ1 inh: inactive; GSK3B inh: -0.3; Dyrk1A ADPGlo: -2.0

Results for O=Cc1c(N2CCN(c3cccc(Cl)c3)CC2)nc2ccccn2c1=O ?
hERG protect: -12.9; PolyA inh: inactive; KCNK9 inh: inactive; KCNK3 block: inactive; KCNQ1 act: inactive; GSK3A inh: 1.3; HDAC3 inh: -4.9; RGS4 act: inactive; KCNQ1 inh: inactive; GSK3B inh: -0.2; Dyrk1A ADPGlo: 5.9
